TTR transcr act: TTR transcription activation, primary screen. SH-SY5Y TTR promoter Gaussia luciferase, luminescence; 100% = recombinant luciferase protein wells. activation, % at 16.7 µM. 92,000 compounds, 1.3% hits. AID 1117267;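 active means activation above the mean of all tested compounds plus 3 SD, cut at about 9.5% in these data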;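 further: cells exposed to compounds for one day before reading; 0% = median of all test compound wells on the plate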
* = called active by the depositor.

TTR transcr act | molecule
0.1 | CCOC(=O)CN1C(=O)CC(c2ccccc2)C1=O (stereo not drawn)
-2.1 | Cc1nn2c3c(cnc2c1-c1ccccc1)C(=O)CC(c1ccco1)C3 (stereo not drawn)
-0.6 | CCCCCCCc1c(C)nc(N2CCOCC2)[nH]c1=O
-1.1 | CCN(CC(=O)NCc1ccc(Cl)cc1)C(=O)NCc1ccc(Cl)cc1
1.0 | Cc1cc(C)nc(N2CCN(C(=O)CCC(=O)Nc3nnc(C(C)C)s3)CC2)n1
-1.5 | O=C(OC1CCOC1=O)c1cc(-c2cccc(Br)c2)nc2ccccc12 (stereo not drawn)
-0.7 | CC(=O)c1ccc(N2CCN(C(=O)Cc3n[nH]c(=O)c4ccccc34)CC2)cc1
-1.2 | Nc1nc(Sc2ccc([N+](=O)[O-])cc2[N+](=O)[O-])n[nH]1
1.9 | O=S(=O)(NCC(O)c1ccccc1)c1cc(Cl)sc1Cl (stereo not drawn)
0.0 | Fc1ccccc1C1CC(c2ccco2)=Nc2ccccc2S1 (stereo not drawn)
-1.0 | Cc1ccc(S(=O)(=O)N(C)C[C@H]2OCCCC[C@@H](C)Oc3ccc(N(C)C)cc3C(=O)N([C@H](C)CO)C[C@@H]2C)cc1
1.9 | CN(C(=O)CSc1nc2c(cnn2-c2ccccc2)c(=O)[nH]1)C1CCS(=O)(=O)C1 (stereo not drawn)
0.5 | CC(=O)c1ccc(OC2OCCOC2Oc2ccc(C(C)=O)cc2)cc1 (stereo not drawn)
1.6 | Cc1cccc(C)c1NC(=O)CN(C)C(=O)c1cc(S(=O)(=O)N(C)C)ccc1N1CCCC1
-0.5 | COc1cc(OC)cc(C(=O)N[C@@H](CCSC)c2nc3ccccc3[nH]2)c1
-2.1 | CN1CCN(CCCNC(=O)c2ccc3c(=O)n(CCc4ccccc4)c(=O)[nH]c3c2)CC1
-3.3 | O=C(O)CCc1ccc(-c2cccs2)n1NC(=O)c1ccco1
-1.2 | COc1cc(NC(=O)c2ccccc2OCc2ccccc2)cc(OC)c1OC
-2.9 | N#CC12CCCCC1CC1CCCCC1(C#N)N2Cc1ccccn1 (stereo not drawn)
1.9 | NNC(=O)c1cc2sccc2s1
0.8 | CCC(C)(C)n1nnnc1C(c1cc2cccc(C)c2[nH]c1=O)N1CCN(C(=O)c2ccco2)CC1 (stereo not drawn)
-1.2 | CC1(C)CC(=O)C(C=NCC2CCN(C(=S)Nc3ccccc3)CC2)=C(O)C1
0.1 | CC(C)N1CCNCC1
5.4 | O=C(Cc1ccccc1)NCc1ccc(F)cc1
-0.2 | Nc1nnnn1/N=C/c1cccc(Br)c1
0.4 | COc1ccc2c(-c3cc4ccc(OCc5ccc(F)cc5)cc4oc3=O)cc(=O)oc2c1
-0.8 | O=C(Nc1c(Cl)ccc2nsnc12)c1ccc([N+](=O)[O-])o1
0.9 | Cc1c(Br)c([N+](=O)[O-])nn1C(C)C(=O)NCc1cccnc1 (stereo not drawn)
1.1 | CSc1ncnc2c1ncn2CCCNCc1cccs1
2.1 | COc1ccc(NC(=O)CCC(=O)OCc2ccc([N+](=O)[O-])cc2)cc1
-0.8 | O=C(N/N=C/c1ccccn1)c1cc(-c2ccc3ccccc3c2)n[nH]1
1.5 | O=C(CN1C(=O)COc2ccc(S(=O)(=O)N3CCOCC3)cc21)NCc1ccccn1
6.7 | CCN1C(=O)N[C@H](c2ccc(Br)cc2)C(C(C)=O)=C1C
-2.2 | COC(=O)c1ccc(/C=C/C(=O)c2ccc(OC)cc2)cc1
1.5 | CCOC(=O)C1CCN(C(=O)N(CC)CC)CC1
1.5 | COCCCNC(=O)CCc1nnc2ccc(N3CCC(C)CC3)nn12
1.1 | O=C(Cc1cc(=O)[nH][nH]1)N/N=C/c1ccccc1[N+](=O)[O-]
-0.5 | O=C(O)C(F)(F)C(NCc1ccccc1)c1ccccc1 (stereo not drawn)
-0.5 | CCCCC(=O)Nc1ccc(C2C(=O)c3ccccc3C2=O)cc1
-2.4 | COCCNc1nc(SCC(=O)N2CCN(c3ccccc3OC)CC2)nc2ccccc12
1.6 | C[C@H](NC(=O)C1(c2ccccc2)CCN(C(=O)[C@H]2CSCN2C(=O)OC(C)(C)C)CC1)C(=O)O
-6.3 | COc1ccc(-c2cc(-c3ccc(Cl)cc3)n[nH]2)c(O)c1
-0.6 | Cc1ccc(-n2c(C)cc(C(=O)Cn3nc(C(=O)O)c4ccccc4c3=O)c2C)cc1
13* | COC(=O)CSc1nc2ccccc2n1CC(=O)N(C(C)C)C(C)C
1.0 | C=CCn1c(SCC(=O)Nc2ccc3c(c2)CCC3)nc2ccccc2c1=O
-1.2 | CCCCn1c(N)c(N(CC(C)C)C(=O)c2cnc(C)cn2)c(=O)[nH]c1=O
0.7 | COc1ccc(C(=O)N2CCn3c2nc2ccccc23)cc1
1.4 | Cc1nc(NC(=O)CCc2ccccc2)sc1C
-0.2 | CCCCOc1ccc(C(=O)Nc2ccc(C)cc2[N+](=O)[O-])cc1
1.1 | CCc1cccc(C)c1NC(=S)N(CCOC)C(C)c1ccco1 (stereo not drawn)
-1.3 | Cc1ccccc1Oc1ncnc(N)c1[N+](=O)[O-]
0.4 | CCCN(C(=O)c1cc2c(s1)CCC2)c1c(N)n(Cc2ccccc2)c(=O)[nH]c1=O
-1.7 | CC(=O)c1ccc(N2Cc3ccccc3C2)cc1
2.3 | CC12CCC(C(=O)N3CCN(c4ncccn4)CC3)(c3nc4ccccc4nc31)C2(C)C (stereo not drawn)
0.0 | COc1cc(CCNC(=O)c2cnn3ccccc23)cc(OC)c1OC
-4.2 | c1ccc(CNc2ncnc3scc(-c4cccs4)c23)nc1
-4.0 | CSc1ccc(CN2CCN(Cc3ccc([N+](=O)[O-])cc3)CC2)cc1
-0.1 | COc1ccc(NC(=O)CO/N=C2\CCCc3nonc32)cc1
0.5 | COc1cc(NC(=O)CCCN2C(=O)NC(C)(C)C2=O)cc(OC)c1
-1.0 | Cc1ccc(C(NC(=O)N2CCCCC2)=C(Cl)Cl)cc1F

Carrying on:
TTR transcr act | molecule
2.1 | O=C(CNc1cccc2ccccc12)N/N=C/c1ccccn1
1.1 | O=C(C[n+]1ccccc1)Nc1ccccc1C(=O)O
2.1 | Cc1cccc(C(=O)OCC(=O)N2CC(=O)Nc3ccccc32)c1C
-1.9 | COc1ccccc1/C=C/C=C1\Oc2c(ccc(O)c2CN2CCN(CCO)CC2)C1=O
2.8 | CC1=C2C3OC(=O)C(C)[C@@H]3CC[C@](C)(O)C2C2C3C4C5(C12)[C@H]1OC(=O)[C@@H](C)C1CC[C@]4(C)O[C@]5(C)[C@@H]3O (stereo partly drawn)
-0.2 | CCCNC(=O)C1(C)CCN(C(=O)c2sccc2C)C1 (stereo not drawn)
-0.7 | COc1ccc(NC(=O)C2CCN(C(=O)[C@@H]3Cc4ccccc4CN3)CC2)cc1
-0.5 | CC(C)C1C(=O)N(Cc2cn(CC3CCCCC3)nn2)CCS(=O)(=O)N1Cc1ccc(-c2ccccc2)cc1 (stereo not drawn)
-0.6 | O=C1NCCNC(=O)c2ccccc2OCCOc2ccccc21
0.0 | CCOC(=O)C1=C(C)C/C(=N\NC(=O)c2ccccc2O)CC1
-0.9 | COC(=O)C1(CO)NC(c2ccc(C)cc2)C2C(=O)N(c3ccccc3)C(=O)C21 (stereo not drawn)
-2.0 | CC1CCC(C(C)C)C(OC(=O)COC(=O)c2cc(O)ccc2N)C1 (stereo not drawn)
-3.2 | CC(=O)OCC(=O)C1(O)CCC2C3CC(C)C4=CC(=O)C=CC4(C)C3=CCC21C (stereo not drawn)
3.6 | CS(=O)(=O)N(CC(=O)N1CCCCCC1)c1ccc2c(c1)OCCO2
-0.2 | CCCCOc1ccc(C(=O)NC2CCCCN(Cc3ccccc3C)C2=O)cc1 (stereo not drawn)

Shown with bars between the fields: part of the list above.
mol | TTR transcr act
COc1ccccc1/C=C/C=C1\Oc2c(ccc(O)c2CN2CCN(CCO)CC2)C1=O | -1.9
CC1=C2C3OC(=O)C(C)[C@@H]3CC[C@](C)(O)C2C2C3C4C5(C12)[C@H]1OC(=O)[C@@H](C)C1CC[C@]4(C)O[C@]5(C)[C@@H]3O (stereo partly drawn) | 2.8
CCCNC(=O)C1(C)CCN(C(=O)c2sccc2C)C1 (stereo not drawn) | -0.2
COc1ccc(NC(=O)C2CCN(C(=O)[C@@H]3Cc4ccccc4CN3)CC2)cc1 | -0.7

The results go on:
TTR transcr act | molecule
1.8 | C[C@@H]1CCC(=O)N(C[C@@H](C)CSc2ccc(Br)cc2)CC1
-0.8 | O=C(Cc1ccccc1)NNC(=S)Nc1ccccc1
1.0 | O=C(Nc1ccccc1)c1cccc2c(Br)cccc12
-2.9 | CN(C)C(=O)CCc1ccc2c3c([nH]c2c1)[C@]1(CCC2CCCC2)[C@@H](C(=O)N2CCOCC2)C[C@H](CC(=O)NCCC2=CCCCC2)C(=O)N1CC3
-0.5 | CC(C)c1ccc(O)c(NC(=O)c2cncc(Br)c2)c1
2.5 | N#CCCn1cc(C(=O)Nc2ccc(C(=O)O)cc2)c(-c2cc3ccccc3o2)n1
2.0 | O=C(OCCCCSc1nnc(-c2cccc3ccccc23)o1)c1ccc(F)cc1
4.3 | Cc1ccc(CC(=O)O/N=C(\N)c2ccncc2)cc1
1.6 | COCCSc1ccccc1C(=O)N1CCc2ccccc21
-0.2 | CCCS(=O)(=O)NC(=O)C1(C)CCN(C(=O)c2cc(C)oc2C)C1 (stereo not drawn)
1.2 | CCSc1nnc(NC(=O)CSc2nnc(Cc3cccn3C)n2CCc2ccccc2)s1
-1.9 | CNc1ccc(Br)cc(C(=O)/C=C/c2ccc(Cl)cc2Cl)c1=O
0.3 | C[C@@H]1CNC(=O)c2c(C(=O)NCc3ccc(CNC(=O)OC(C)(C)C)cc3)ncn21
-1.1 | CCCNC(=O)c1nc(C)n(-c2cc(Cl)cc(Cl)c2)n1
10.0* | O=C(O)C1(C(=O)O)CCC2(CCCCC2)CC1

Copied from above (5 entries):
TTR transcr act | molecule
1.8 | C[C@@H]1CCC(=O)N(C[C@@H](C)CSc2ccc(Br)cc2)CC1
-0.8 | O=C(Cc1ccccc1)NNC(=S)Nc1ccccc1
1.0 | O=C(Nc1ccccc1)c1cccc2c(Br)cccc12
-2.9 | CN(C)C(=O)CCc1ccc2c3c([nH]c2c1)[C@]1(CCC2CCCC2)[C@@H](C(=O)N2CCOCC2)C[C@H](CC(=O)NCCC2=CCCCC2)C(=O)N1CC3
-0.5 | CC(C)c1ccc(O)c(NC(=O)c2cncc(Br)c2)c1

Further records
TTR transcr act | molecule
0.6 | COC(=O)[C@]1(Cc2ccccc2)N[C@H](CN(C)S(=O)(=O)c2ccc(OC(F)(F)F)cc2)[C@@H]2C(=O)N(C)C(=O)[C@@H]21
-1.5 | O=C(Nc1ccc(C(F)(F)F)cc1)c1cc(S(=O)(=O)NCC2COc3ccccc3O2)ccc1F (stereo not drawn)
-4.1 | CCCN(CCC)C(=O)CSc1nc2n[nH]c(C)c2c(=N)n1-c1ccc(OC)cc1
-1.1 | COc1ccccc1NC(=O)COC(=O)c1cnccn1
-1.6 | COc1ccc(-c2[nH]ncc2/C=C(/C#N)C(=O)NC2CCCCC2)cc1
-1.5 | CCN(CC)S(=O)(=O)c1ccc2c(c1)nc(CCC(=O)OCC(=O)Nc1c(F)cccc1F)n2C
4.1 | COC(=O)c1cccc(F)c1C(=O)c1cccc2ccccc12
-1.4 | CC(=O)Nc1ccc(NS(=O)(=O)c2cc(-c3cnc(C4CC4)o3)ccc2C)cc1
-0.8 | CCOC(=O)C1=CC[C@@H](c2ccncc2)N(S(=O)(=O)c2ccc(C)cc2)C1
1.0 | COc1ccc(NC(=O)C(NC(=O)c2ccc(=O)[nH]c2)c2ccc(C)cc2)cc1 (stereo not drawn)
1.7 | COC(=O)[C@]12C[C@H](CC(=O)NCc3ccc(OC)c(OC)c3)C(=O)N(Cc3ccccc3)C1=C[C@H](COCc1ccccc1)O[C@@H]2C
-1.0 | CC1(C)CC(=O)C2=C(C1)OC1=C(C(=O)CC(C)(C)C1)C2c1cc([N+](=O)[O-])cc([N+](=O)[O-])c1O
0.4 | O=C(N/N=C/c1cccc(O)c1)N/N=C/c1cccc(O)c1
3.6 | O=C(O)CNc1ccccc1C(=O)O
-1.2 | COc1ccc(NC(=O)N(C)C[C@H]2Oc3ccc(NC(=O)Cc4ccccc4)cc3CC(=O)N([C@H](C)CO)C[C@H]2C)cc1
1.3 | Cc1cnc(C(=O)OCC(=O)Nc2ccc(C)c(S(=O)(=O)N(C)C)c2)cn1
-1.2 | CC(NC(=S)NC(=O)c1ccccc1)c1ccccc1 (stereo not drawn)
-0.6 | CC(C)CC(=O)N1CCN(Cc2ccc(Cl)cc2)CC1
0.9 | O=C(Nc1ccc(Cl)cc1)O[C@@H]1CC[C@@]23CCCN2C(=O)CCC[C@H]3C1
-0.1 | Cc1cc(C(=O)NC2CCCCCCC2)ccc1[N+](=O)[O-]
0.7 | Cc1cccc2c(CC(=O)O)noc12
-0.6 | CCc1nnc(NS(=O)(=O)c2ccc(NC(=O)c3cccc(OC(F)(F)C(F)F)c3)cc2)s1
-4.7 | O=C(c1ccc(F)cc1)C1CCN(c2ncnc3sccc23)CC1
-0.7 | COc1ccc(-c2cc(-c3ccc(O)cc3)nc(N)c2C#N)cc1OC
4.1 | CN(C)CC(C)(C)NS(=O)(=O)c1ccc(Cl)cc1
-0.1 | CC(C)CNC(=O)c1ccccc1Oc1ccccc1
1.4 | CCOc1ccccc1/C=C(/NC(=O)c1ccccc1)C(=O)NC(C)c1ccccc1 (stereo not drawn)
0.2 | O=C(CSc1ncn[nH]1)N1CCN(S(=O)(=O)c2ccc(Cl)cc2)CC1
4.0 | Brc1cnc(OCc2ccccc2)nc1OCc1ccccc1
-1.0 | COc1ccc(C(C)(C)C)cc1NC(=O)CNc1cccc2ccccc12
1.1 | C=CCNC(=S)/C(=C(\[O-])c1ccc(Cl)cc1)[n+]1ccccc1

With a hit mark in TTR transcr act, of those listed so far:
TTR transcr act | molecule
13* | COC(=O)CSc1nc2ccccc2n1CC(=O)N(C(C)C)C(C)C
10.0* | O=C(O)C1(C(=O)O)CCC2(CCCCC2)CC1

Screening data from PubChem.

The list is partial. The share of hits here may be higher or lower than overall.
